# DDE Tn7 FP inh: DD(E)-Tn7 binding inhibition, primary FP screen; 370,000 tested, 0.13% active; inhibition, % at 8.3 µM; FP displacement of FITC-Tn7 peptide from fibrin DD(E); 0% = median of compound wells per plate; P02675;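 active means inhibition above the mean of compounds falling within the control limits plus 3 SD of them, cut at about 14% in these data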;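 further: 0% = plate median of compound wells and 100% = 10 µM Aha-Tn7 peptide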
#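 Assay system: Fibrin-DD(E) protein isolated from polymerized human fibrin clots; read-out basis: percent inhibition; medium: Tris/NaCl/CaCl2 buffer, pH 7.8; signal: FP measurement; incubation: 10 min plus 3 h, room temperature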
# ABHD4 inh: ABHD4 (mouse) inhibition, primary FP screen. Q8VD66. purified mABHD4, FP-Rh probe fluorescence polarization. inhibition, % at 8.92 µM. 370,000 tested, 0.54% active;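 active means inhibition exceeding the mean over every tested compound plus 3 SD, cut at about 30% in these data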;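 further: 0% = plate median of compound wells and 100% = S159A mutant with DMSO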
#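 Material: mouse ABHD4 enzyme, wild type; Benchmarks: S159A mutant high control, sample median low control; Buffer or medium: HEPES pH 7.0, NaCl, Pluronic buffer; Signal: fluorescence polarization; Read-out: percent inhibition of probe binding, normalized to plate controls; Timing: pre-incubation 45 min, probe exposure 60 min, at 25 °C; Dosing: 8.92 µM, single dose.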
# SIAE primary: blocks human sialic acid acetylesterase. 370,000 tested, 0.69% active. SIAE FP-Rh probe binding, fluorescence polarization. Q9HAT2. inhibition, % at 9.66 µM. AID 1053197;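 active means inhibition above a cutoff: mean of compounds within the control limits plus 3 SD of those, cut at about 17% in these data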;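 further: 0% = plate median of compound wells and 100% = probe without SIAE protein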
# Target sequence (Q9HAT2 whole entry, looked up): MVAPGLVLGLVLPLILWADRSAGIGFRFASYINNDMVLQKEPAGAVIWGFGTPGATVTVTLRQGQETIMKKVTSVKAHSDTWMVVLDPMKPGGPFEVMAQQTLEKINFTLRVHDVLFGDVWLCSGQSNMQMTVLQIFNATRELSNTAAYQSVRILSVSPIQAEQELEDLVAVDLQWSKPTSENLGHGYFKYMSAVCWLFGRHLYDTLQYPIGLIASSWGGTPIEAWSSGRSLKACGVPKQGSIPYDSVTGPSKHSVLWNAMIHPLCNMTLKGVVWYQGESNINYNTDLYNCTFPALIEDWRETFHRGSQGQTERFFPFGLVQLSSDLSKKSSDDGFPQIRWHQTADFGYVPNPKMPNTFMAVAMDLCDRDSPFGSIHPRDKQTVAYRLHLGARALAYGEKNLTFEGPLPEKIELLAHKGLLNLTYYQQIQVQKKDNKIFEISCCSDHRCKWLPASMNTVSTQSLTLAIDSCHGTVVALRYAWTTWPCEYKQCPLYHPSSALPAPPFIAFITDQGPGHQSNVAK
# UHRF1 binding: human UHRF1 methylated DNA binding inhibitors; Q96T88; UHRF1 binding to methylated oligo, TR-FRET; inhibition, % at 4.4 µM; 370,000 tested, 0.75% active; AID 687016; in the data active means inhibition above about 21%;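 further: UHRF1 SRA domain binding a hemimethylated CpG hairpin DNA probe; 0% = median of test compound wells and 100% = reference inhibitor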
# HTRA1 inhibitor: blocks human HTRA1 serine peptidase; 340,000 tested, 0.5% active; Q92743; recombinant HTRA1, FP-rhodamine activity-based probe, fluorescence polarization; AID 504803; inhibition, % at 5.96 µM; in the data active means inhibition above about 36%;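 further: 0% = enzyme with DMSO and 100% = wells lacking enzyme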
# TDP2 inh: TDP2 (human) inhibition, absorbance primary screen. recombinant TDP2, T5PNP hydrolysis, p-nitrophenol absorbance 415 nm. AID 720702. 370,000 tested, 0.34% active. inhibition, % at 12.8 µM;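 active means inhibition above the mean of all tested compounds plus 3 SD, set per campaign, cut at about 25% in these data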;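 further: 0% = DMSO with enzyme and 100% = buffer with substrate but no TDP2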
#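 Assay system: Recombinant human TDP2 | Quantity: 120 nM TDP2 per well | Incubation: 2 h at 37 °C | Signal: Epi absorbance | Evaluation: Percent inhibition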
# PRMT1 inh: blocks human protein arginine methyltransferase 1 | 370,000 tested, 1.3% active | recombinant PRMT1, activity-based probe fluorescence polarization | inhibition, % at 2.79 µM | AID 652257 | Q99873;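 active means inhibition above about 21% made by adding two undisclosed values, limit read from the data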
# Target sequence (Q99873 whole entry, looked up): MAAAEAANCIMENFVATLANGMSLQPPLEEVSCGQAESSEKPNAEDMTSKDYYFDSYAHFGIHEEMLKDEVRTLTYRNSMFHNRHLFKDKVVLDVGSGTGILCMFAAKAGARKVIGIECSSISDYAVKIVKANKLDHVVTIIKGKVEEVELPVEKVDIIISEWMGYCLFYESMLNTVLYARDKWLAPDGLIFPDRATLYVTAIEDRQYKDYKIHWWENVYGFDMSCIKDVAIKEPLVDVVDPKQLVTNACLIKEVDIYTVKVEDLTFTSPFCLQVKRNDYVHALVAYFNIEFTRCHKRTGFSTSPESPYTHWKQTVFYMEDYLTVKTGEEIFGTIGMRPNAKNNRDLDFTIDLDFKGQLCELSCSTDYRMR
# LEDGF integ inh: blocks HIV-1 LEDGF/p75-dependent DNA integration; TR-FRET IN-LEDGF/p75 DNA integration, Eu/Cy5; inhibition, % at 3.7 µM; 370,000 tested, 0.64% active; AID 743269;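 active means inhibition above the screen-wide mean plus 3 SD, cut at about 13% in these data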;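 further: signal is the Cy5 over europium emission ratio at 671 and 618 nm; 0% = plate median of compound wells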
# PG9 Ab binder: binds the HIV-1 gp120 antibody PG9; TR-FRET gp120-PG9 antibody binding; inhibition, % at 6.7 µM; 360,000 tested, 0.43% active; AID 624416; in the data active means inhibition above about 8.5%
# TCR-CD3 inh: inhibitors of human TCR-CD3 interaction; TAMRA-labeled TCR probe fluorescence, biochemical; inhibition, % at 9.4 µM; 360,000 tested, 0.37% active; in the data active means inhibition above about 19%;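 further: recombinant mutant TCR 2C K166C tagged with TAMRA read by polarization; 0% = receptor in buffer alone and 100% = receptor with positive control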
# * = called active by the depositor; . = no result given; & = joins results of further samples. Rows are unselected; about 4.2% have a hit in one of these screens.
# The opening 2 entries (preview)
# Below each compound: DDE Tn7 FP inh	ABHD4 inh	SIAE primary	UHRF1 binding	HTRA1 inhibitor	TDP2 inh	PRMT1 inh	LEDGF integ inh	PG9 Ab binder	TCR-CD3 inh
- COc1ccc(S(=O)(=O)Nc2ccc3c(c2)CC(=O)N([C@@H](C)CO)C[C@@H](C)[C@@H](CN(C)Cc2ccccc2)O3)cc1
 : -10.0	-13.7	-13.0	4.0	-17.6	-22.8	-2.3	1.3	-1.6	11.1
- Cc1ccc(OCCNC(=O)c2cccc(S(=O)(=O)N3CCN(Cc4ccccc4)CC3)c2)cc1
 : -9.6	-15.5	-19.3	-0.5	-23.8	-7.8	0.8	1.8	-0.4	1.0

# Main list, from the start:
# Below each compound: DDE Tn7 FP inh	ABHD4 inh	SIAE primary	UHRF1 binding	HTRA1 inhibitor	TDP2 inh	PRMT1 inh	LEDGF integ inh	PG9 Ab binder	TCR-CD3 inh
- COc1ccc(S(=O)(=O)Nc2ccc3c(c2)CC(=O)N([C@@H](C)CO)C[C@@H](C)[C@@H](CN(C)Cc2ccccc2)O3)cc1
 : -10.0	-13.7	-13.0	4.0	-17.6	-22.8	-2.3	1.3	-1.6	11.1
- Cc1ccc(OCCNC(=O)c2cccc(S(=O)(=O)N3CCN(Cc4ccccc4)CC3)c2)cc1
 : -9.6	-15.5	-19.3	-0.5	-23.8	-7.8	0.8	1.8	-0.4	1.0
- O=C(NCc1ccccc1)c1nncc(-c2ccccc2)n1
 : -4.1	7.5	2.1	-3.4	1.4	5.1	-1.8	-0.8	0.0	7.8
- CCNc1nc(=S)nc(NCc2ccccc2)[nH]1
 : 8.1	5.8	0.8	-2.0	.	-7.3	6.5	-1.8	2.2	2.2
- Cc1onc(-c2ccccc2)c1C(=O)N1CCCN2C(=O)c3ccccc3C21 (stereo not given)
 : 1.7	0.7	-0.2	-1.4	3.2	-12.2	-0.2	-2.5	-0.7	9.8
- Cc1ccccc1CNS(=O)(=O)c1c(C(=O)N2CCCCC2)c(C)n(C)c1C
 : -4.8	-0.3	0.8	-1.5	-0.2	-2.1	-4.2	1.3	0.2	8.3
- CCN(C(=O)c1ccco1)C1C2CC3CC(C2)CC1C3 (stereo not given)
 : -5.3	-1.6	-13.0	3.1	-3.0	-4.2	-3.4	5.8	-3.0	15.3
- C=C(C)Cn1c(SCC(=O)N/N=C(\C)c2ccc([N+](=O)[O-])cc2)nnc1-c1ccc(Br)cc1
 : -5.8	-7.0	-6.2	3.1	.	-9.9	-6.3	4.6	.	.
- Cc1ccc(-n2ncc3c2CC(C)(C)CC3NC(=O)CCN2CCCCC2=O)cc1 (stereo not given)
 : 3.0	4.1	-0.5	1.4	1.5	-4.8	-0.8	1.9	-2.8	-3.4
- Cc1cccc(NC(=O)c2ccc(CN3CCc4ccccc4C3)cc2)c1C
 : -5.9	-2.3	2.6	3.4	-3.7	-5.4	-3.1	-0.3	-2.7	-2.8
- COc1ccc(C2C(C(=O)Nc3ccc(F)cc3)=C(C)Nc3nc(CCCO)nn32)cc1 (stereo not given)
 : 6.6	-2.7	-7.2	-4.2	2.6	-5.3	2.7	0.5	-0.5	1.7
- COc1cc(/C=C/C(=O)c2ccc([N+](=O)[O-])o2)ccc1O
 : 5.9	2.4	5.0	-2.2	-11.6	5.3	2.3	1.8	-14.7	-0.2
- N#Cc1c(SCC(=O)Nc2ccccc2C(F)(F)F)sc2c(O)cc(=O)[nH]c12
 : -4.2	-27.7	-7.1	31.2*	-20.6	-5.7	31.2*	9.3	0.6	10.3
- COC(=O)c1ccc(NC(=S)NC2CC(C)(C)NC(C)(C)C2)cc1
 : 0.1	2.3	-1.4	1.4	-2.1	5.2	-0.3	1.0	-0.4	-8.1
- COc1ccc(CN(C2CC2)S(=O)(=O)c2ccccc2Br)cc1
 : 8.1	-5.9	-2.5	-0.1	-16.6	3.5	-2.8	1.6	-0.6	-1.6
- C=CCn1c(COc2ccc(Cl)cc2)nnc1SCC(=O)Nc1ccc(S(N)(=O)=O)cc1
 : 2.2	-7.0	6.0	6.0	-8.5	-0.4	0.6	3.4	-1.9	-5.1
- CCCCC(NC(=O)Cc1c(C)c2cc3c4c(oc3c(C)c2oc1=O)CCCC4)C(=O)O (stereo not given)
 : 0.3	-6.6	-6.4	1.5	2.9	12.0	-4.3	4.4	-0.9	3.0
- CCCCOC(=O)c1ccc(NC(C)=O)cc1
 : -10.4	0.4	-0.8	2.8	-0.5	2.0	1.0	2.6	0.6	0.9
- O=C(Nc1ccccc1)c1ccc(COc2ccccc2)cc1
 : -3.1	4.6	-3.7	-2.2	-5.0	1.6	-2.2	-4.6	13.0*	7.4
- COC(=O)c1nc(-c2ccc(C)cc2)oc1N(C)C
 : 6.6	6.9	-0.8	-0.1	6.1	-5.6	1.2	0.0	-0.6	-3.8
- Cn1c(=O)c2cc(NC(=O)Cc3ccccc3F)ccc2n1-c1ccc(C(C)(C)C)cc1
 : -2.3	2.2	8.3	-0.1	.	1.8	0.6	5.2	0.9	2.9
- CC1=CC(C)(C)NC(=S)N1c1ccccc1C
 : -2.8&0.5	5.4&13.2	-0.5&-3.6	1.9&3.1	-0.1&-4.5	6.3&-4.3	5.6&4.7	-1.6&-4.3	1.5&-0.7	-1.3&-4.0
- CCCCn1c(N)c(N(CCOC)C(=O)COC(=O)CCOc2ccccc2C)c(=O)[nH]c1=O
 : -2.4	-6.5	-0.1	2.5	3.3	-6.9	-0.4	4.0	1.0	-1.5
- CN(/C(=N/S(=O)(=O)c1ccccc1)c1ccccc1)S(=O)(=O)c1ccccc1
 : 0.3	-1.3	1.6	-3.3	3.4	8.3	-2.1	1.9	0.8	-2.1
- Cc1ccc(-c2noc(CSc3nnc(Cc4ccccc4)n3-c3ccc(Cl)cc3)n2)cc1
 : -1.0	-16.7	-3.1	-2.2	-57.9	-3.4	1.7	1.2	-1.8	-6.9
- COc1ccc(-n2c(SCc3ccc([N+](=O)[O-])cc3)nnc2-c2ccc(C)cc2)cc1
 : 0.4	-18.4	8.6	2.2	-25.2	-10.1	1.0	-2.4	-0.6	-7.9
- N#CC1=C(N)OC2=C(C(=O)CC(c3ccccc3)C2)C1c1ccoc1 (stereo not given)
 : 1.6	2.2	-0.6	3.6	5.1	8.1	-0.1	1.2	1.1	4.3
- C=CCn1c(-c2cc(OC)cc(OC)c2)n[nH]c1=S
 : 1.3	2.6	3.4	-0.6	5.1	1.7	1.9	-0.5	-0.7	-1.5
- C/C=C/C(=O)N[C@@H]1c2ccccc2CC[C@@H]1OCc1ccccc1
 : 2.2	2.2	8.1	1.5	-3.6	-3.6	1.5	-1.4	-1.6	-11.6
- CSCCC(NC(=O)c1ccccc1Br)C(=O)NNC(=O)c1ccco1 (stereo not given)
 : -2.0	0.5	-1.2	-0.2	-2.2	-8.1	3.3	-9.7	2.1	-1.1
- Cc1ccccc1NC(=O)c1cccc(NC(=O)c2c(C(=O)O)cccc2[N+](=O)[O-])c1
 : 5.1	3.4	-1.1	-0.2	0.9	13.7	-0.6	0.5	-2.0	1.9
- Cc1ccc(C(=O)NCCCN2CCOCC2)cc1
 : -1.4	1.8	-2.9	-2.3	0.8	-3.4	-1.7	0.4	-0.9	0.9
- NC1=NC[C@H](Cc2ccc(O)cc2)N1CCc1cc(C(F)(F)F)cc(C(F)(F)F)c1
 : 5.4	1.8	-3.4	2.7	-7.5	-5.2	-1.5	1.9	1.9	-6.0
- CCCCCCN1CC(=O)N2Cc3[nH]c4ccccc4c3C[C@H]2C1=O
 : 1.8	-82.8	-49.9	0.3	7.2	-8.0	5.3	-3.2	0.2	0.5
- COc1ccc(CNC(=O)C2CCN(c3nc(-c4ccccc4)nc4c3CCC4)CC2)cc1
 : 2.8	1.4	-8.0	-0.8	-13.4	-9.0	-7.7	0.3	-0.8	-1.7
- Cc1ccc2c(c1)C=CC(C#N)N2C(=O)Oc1ccccc1 (stereo not given)
 : 3.8	-10.1	-3.2	-1.3	-13.4	-4.0	3.5	2.3	1.5	-1.5
- CCCCCN(C(=O)CCc1cn(CCCCC)c2ccccc12)c1ccc(Oc2cccnc2)cc1
 : -3.5	-7.3	4.6	1.4	.	5.9	-1.4	1.7	0.0	-7.9
- COCc1cc(C)nc(OCC(=O)N/N=C/c2ccc(O)cc2O)c1C#N
 : 9.2	-4.0	1.5	-2.5	1.4	-1.2	-2.9	-7.7	-1.7	1.7
- N/C(=N\c1nc(CSc2ccccn2)cc(=O)[nH]1)Nc1ccc(Cl)cc1Cl
 : -0.3	4.7	3.3	0.3	-0.7	4.1	1.2	0.2	-5.6	7.2
- CCOC(=O)C1CCN(C(=O)c2ccc3nc(-c4ccc(OC)cc4)c(-c4ccc(OC)cc4)nc3c2)CC1
 : -0.3	-3.7	-1.0	2.6	-31.4	5.2	-0.1	1.6	1.1	2.3
- COc1ccc(NS(=O)(=O)c2cc(NC(=O)CCNC(C)=O)ccc2N2CCOCC2)cc1
 : 1.9	1.1	1.1	-0.8	-0.5	3.2	4.5	-3.2	0.6	-5.6
- Cc1ccc(CN2CC(C(=O)N3CCN(c4ccccc4O)CC3)CC2=O)cc1 (stereo not given)
 : -6.1	4.7	7.5	-0.6	-8.3	-4.7	-2.4	5.6	-0.1	0.3
- COc1ccc(-n2nc([N+](=O)[O-])c(=NCCCN3CCCC3=O)n2O)cc1
 : 10.1	4.5	7.8	-5.6	-1.1	-4.1	1.4	-0.9	-1.8	-1.4
- O=[N+]([O-])c1ccc2nc(-c3ccc(OC(F)F)cc3)cn2c1
 : -0.5	4.5	6.2	-4.0	-6.5	-2.7	1.9	3.3	0.7	2.3
- Cc1cnc(NC(=O)CSc2nnc(C)s2)s1
 : 2.1	-1.1	0.8	-1.6	1.5	-7.9	-1.1	-2.7	-1.7	4.5
- CC(=O)c1cccc(-c2ccc3c(=O)[nH]c(Nc4ccccc4)cc3c2)c1
 : -1.5	7.1	-18.3	2.1	13.6	56.9*	-0.2	21.2*	0.9	6.5
- Cc1ccc(C(=O)COc2ccc3c(C)cc(=O)oc3c2)cc1
 : -4.5	2.4	0.2	0.8	-5.6	5.0	1.2	-0.1	1.6	-5.1
- Fc1ccc(C2CCCN2Cc2nc(Cc3ccccc3F)no2)cc1 (stereo not given)
 : 1.4	2.0	1.6	-0.3	-6.0	-7.3	0.5	-3.6	0.6	-4.2
- CCOC(=O)NC(=O)COC(=O)Cc1cc(OC)c(OC)c(OC)c1
 : -6.4	1.8	5.6	0.9	3.6	3.3	2.0	2.8	2.2	2.5
- O=C(Nc1nc2ccccc2[nH]1)c1cccc(F)c1
 : 2.6	4.3	1.6	3.0	-1.1	-2.1	-1.4	3.2	-0.3	1.5
- O=c1[nH]c2cc(O)ccc2c2ccccc12
 : 1.1	0.6	0.1	-8.6	.	1.1	5.6	2.6	36.7*	0.9
- Cc1ccc(N2CC(C(=O)Nc3cc(Cl)ccc3-n3cncn3)CC2=O)cc1 (stereo not given)
 : 4.6	-3.4	4.6	-0.5	0.8	0.2	-1.1	-0.8	-0.1	2.1
